uPA generation – qHTS for Inhibitors of Cell Surface uPA Generation | hit rate 0.31% among 330,000 | Potency, µM (doses to about 38.3 µM), for the others: top-dose activity change, negative = inhibition, hits mostly inhibitors | cell surface uPA generation assay, qHTS; active means well fitted inhibition curve with a large enough effect; inconclusive means small, poorly fitted or top-dose-only effect; inactive means no such curve, though single readings can be large or run the other way; tested in mouse RAW 264.7 cells; further: potency means the concentration at half of the fitted maximal effect; on the % scale 0 is the no-effect control and ±100 the full control effect; nearly all actives have a fitted effect of over 55% in size
B2AR arrestin – qHTS assay of beta-arrestin-biased ligands of beta2-adrenergic receptor | AID 492947, 2010 | hit rate 0.02% among 330,000 | beta-arrestin recruitment to beta2AR, cell-based reporter | Beta-2 adrenergic receptor (Homo sapiens), P07550 | Potency, µM (series often up to 46.1 µM), for inactives: at the top dose activation, usual class: activators;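 further: potency means the concentration at half of the fitted maximal effect; 0% = DMSO controls and full agonism = EC100 isoproterenol or metaproterenol; nearly all actives have a fitted effect of over 65% in size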
Mito fusion act – qHTS Assay for Small Molecule Inhibitors of Mitochondrial Division or Activators of Mitochondrial Fusion | S. cerevisiae fusion-defective mutant growth rescue, CellTiterGlo 48 h | Potency, µM (highest dose often 46.1 µM), inactives show top-dose growth rescue (activation), hits mostly activators | hit rate 0.23% among 320,000 | AID 485298, 2010;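 further: potency means the concentration at half of the fitted maximal effect; % of control where 0% means no effect; nearly all actives have a fitted effect of over 45% in size; temperature-sensitive fusion mutants such as fzo1-1 at 37 °C on non-fermentable ethanol glycerol medium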
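Yeast fusion mutant, YPEG (non-fermentable carbon), compound, 48 h at 37C non-permissive; CellTiterGlo added, 10 min RT, luminescence read. Rescued growth = division inhibition.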
TSHR antagonist – Antagonists of the Thyroid Stimulating Hormone Receptor: HTS campaign. activity change, negative = inhibition, % at 11.5 µM. TSHR-expressing cells, TSH-stimulated cAMP HTRF, 2 h; hits give low values. hit rate 0.2% among 330,000. AID 504810, 2011. Thyrotropin receptor (Homo sapiens), P16473;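 active means activity change below a set negative limit, meaning inhibition stronger than a set level, cut at about -70% in these data; inconclusive means activity change between two set negative limits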; further: on the % scale 0 is the no-effect control and ±100 the full control effect
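Read-out is FRET at 665 nm (cryptate excitation 337 nm) from a cryptate-tagged anti-cAMP antibody, competed by cell cAMP against cAMP-d2. Compounds are tested on freshly harvested TSHR cells challenged with 4nM TSH (EC80) for 2 hours at 37 deg C.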
Tb PFK inh – qHTS Assay to Find Inhibitors of T. brucei phosphofructokinase; T. brucei PFK, ADP-Glo luminescence; hit rate 0.17% among 330,000; ATP-dependent 6-phosphofructokinase (Trypanosoma brucei brucei), O15648; Potency, µM (top dose mostly 57.5 µM), without a hit: at the highest dose activity, negative = inhibition, most hits filed as inhibitors; AID 485367, 2010;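 further: potency means the concentration at half of the fitted maximal effect; 0% = uninhibited 1x PFK enzyme wells and -100% = no-enzyme wells; nearly all actives have a fitted effect of over 60% in size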
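Activity is normalized to no-enzyme wells (full inhibition) and 1.25 nM enzyme wells (no inhibition). Reaction: 0.5 mM F6P, 0.1 mM ATP, 45 min RT, ADP-Glo luminescence; concentration-response curves fitted and classed by quality.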
Eya2 phos inh – qHTS Assay for Inhibitors of the Phosphatase Activity of Eya2 | Potency, µM (highest dose often 76.9 µM), for inactives: top-dose activity, negative = inhibition, usual class: inhibitors | AID 488837, 2010 | recombinant Eya2, OMFP fluorescence dephosphorylation (OMFP is methylfluorescein phosphate) | hit rate 0.006% among 330,000; further: potency means the concentration at half of the fitted maximal effect; on the % scale 0 is the no-effect control and ±100 the full control effect
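Eya2 (0.2 uM) preincubated 10 min at ambient with compound, then OMFP substrate added at 50 uM; 10 min reaction in 50 mM HEPES pH 7.5, 50 mM NaCl, 5 uM MgCl2, 0.05% BSA, 1 mM DTT. Fluorescence read at Ex 485/Em 525 nm.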
USP2a block – qHTS Assay for Inhibitors of Ubiquitin-specific Protease USP2a Using CHOP2 as the Reporter. Ubiquitin carboxyl-terminal hydrolase 2 (Homo sapiens), O75604. USP2 core, Ub-CHOP2 coupled fluorogenic reporter, 485/531. Potency, µM (highest dose often 38.3 µM), inactives show at the highest dose activity change, negative = inhibition, actives largely listed as inhibitors. hit rate 0.01% among 330,000. AID 463254, 2010;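 further: potency means the concentration at half of the fitted maximal effect; plate controls were DMSO wells for no effect and full inhibition by NEM control for full effect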
Target sequence (O75604 whole entry, looked up): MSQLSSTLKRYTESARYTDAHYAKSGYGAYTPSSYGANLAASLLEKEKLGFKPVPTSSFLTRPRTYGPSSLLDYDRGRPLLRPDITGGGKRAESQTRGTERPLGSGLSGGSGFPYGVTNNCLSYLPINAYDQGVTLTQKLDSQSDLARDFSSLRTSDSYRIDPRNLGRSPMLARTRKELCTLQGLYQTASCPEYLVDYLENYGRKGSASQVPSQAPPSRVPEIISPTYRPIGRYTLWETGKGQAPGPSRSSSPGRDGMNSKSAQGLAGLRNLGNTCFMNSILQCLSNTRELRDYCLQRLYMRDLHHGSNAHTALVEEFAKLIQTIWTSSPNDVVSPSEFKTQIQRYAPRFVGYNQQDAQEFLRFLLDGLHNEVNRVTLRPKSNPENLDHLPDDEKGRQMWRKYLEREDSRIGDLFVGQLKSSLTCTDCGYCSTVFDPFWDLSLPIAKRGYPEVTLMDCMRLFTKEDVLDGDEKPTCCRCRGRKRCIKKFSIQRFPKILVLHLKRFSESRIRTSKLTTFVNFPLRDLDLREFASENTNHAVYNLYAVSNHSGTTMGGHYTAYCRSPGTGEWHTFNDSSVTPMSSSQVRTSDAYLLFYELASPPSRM
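USP2 core (10nM final) preincubated 30min RT with compound in 20mM Tris-HCl pH 8.0, 2mM CaCl2, 2mM beta-mercaptoethanol, 0.05% CHAPS; 25nM Ub-CHOP2 plus 25nM reporter substrate added, fluorescence (Ex485/Em531) read after 60min.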
PTAP TSG101 blk – qHTS Assay for Iinhibitors of HIV-1 Budding by Blocking the Interaction of PTAP/TSG101 | Tumor susceptibility gene 101 protein (Homo sapiens), Q99816 | AID 493005, 2010 | 340,000 tested, under 10 active | Potency, µM (doses to about 115 µM), without a hit: at the top dose activity change, negative = inhibition, hits mostly inhibitors | Fluorescence polarization, FITC-PTAP peptide / Tsg101 binding; active means well fitted inhibition curve with a large enough effect in the main read-out, with a control signal flat, not every such curve was filed as active; inconclusive means small, poorly fitted or top-dose-only effect, or effect the other way, or a change in a side signal; inactive means no such curve, though single readings can be large or run the other way; further: potency means the concentration at half of the fitted maximal effect; % of control where 0% means no effect
Target sequence (Q99816 whole entry, looked up): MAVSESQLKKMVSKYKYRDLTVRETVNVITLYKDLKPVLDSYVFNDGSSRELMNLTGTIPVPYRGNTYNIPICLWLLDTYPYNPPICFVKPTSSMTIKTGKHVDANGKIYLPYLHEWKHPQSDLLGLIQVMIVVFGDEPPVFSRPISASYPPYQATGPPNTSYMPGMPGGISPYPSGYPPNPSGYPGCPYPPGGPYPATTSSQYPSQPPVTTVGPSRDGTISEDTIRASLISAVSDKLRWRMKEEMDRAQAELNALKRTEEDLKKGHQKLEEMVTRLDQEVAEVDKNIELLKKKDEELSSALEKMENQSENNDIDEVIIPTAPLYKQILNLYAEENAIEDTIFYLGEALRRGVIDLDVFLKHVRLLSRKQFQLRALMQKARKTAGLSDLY
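Steps: Tsg101 binding domain dispensed (10 uM final), compounds pinned in DMSO, FITC-labeled PTAP-motif peptide added (50 nM final); after 20 min binding at room temperature, polarization measured.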
TCR activator – Activators of T cell receptors: qHTS campaign. primary human leukocytes, anti-CD3, IL-2 HTRF, 48 h. Potency, µM (series often up to 9.22 µM), inactives show top-dose activation of IL-2 secretion, most hits filed as activators. 330,000 tested, under 10 active. AID 504894, 2011; further: % of control where 0% means no effect
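Using a-CD3 beads without co-stimulation, primary human leukocytes were exposed to compounds for 48 hr. An HTRF IL-2 kit measured the cytokine, with europium-to-d2 energy transfer producing emission at 665nm upon 320nm excitation.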
ELG1 DNA repair – qHTS screen for small molecules that inhibit ELG1-dependent DNA repair in human embryonic kidney (HEK293T) cells expressing luciferase-tagged ELG1 | AID 504467, 2011 | HEK293T ELG1-luciferase reporter, luminescence, 16 h; DNA damage induced by 5-fluorouridine | Potency, µM (top dose mostly 46.1 µM), for inactives: top-dose activity change, negative = inhibition, usual class: inhibitors | hit rate 2.3% among 330,000; further: potency means the concentration at half of the fitted maximal effect; on the % scale 0 is the no-effect control and ±100 the full control effect; nearly all actives have a fitted effect of over 55% in size
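Step one: seed 2,000 cells per well. Step two: pin-transfer compound or DMSO alongside 5-fluorouridine. Step three: incubate 16 hr, 37 °C, 5% CO2. Step four: add ONE-Glo, wait 30 min, read luminescence.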
Chronic BCR inh – qHTS Assay to Find Inhibitors of Chronic Active B-Cell Receptor Signaling. AID 493014, 2011. ABC-DLBCL IkBa-CBG/CBR reporter, luminescence ratio, 4 h. hit rate 0.05% among 340,000. Potency, µM (titrated, usually from 46.1 µM), for inactives: at the highest dose ratio change, negative = lower green/red ratio, usual class: inhibitors; active means well fitted inhibition curve with a large enough effect in the signal ratio, with a control signal flat, not every such curve was filed as active; inconclusive means small, poorly fitted or top-dose-only effect, or effect the other way, or a change in a side signal; the % refers to the signal ratio;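 further: potency means the concentration at half of the fitted maximal effect; plate controls were basal doxycycline-induced cells for no effect and cells given 10 µM MG132 for full effect; MG132 reads +100%, hits lower the ratio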
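TMD8 ABC-DLBCL cells carrying doxycycline-inducible green luciferase fused to IkappaBalpha plus unfused red luciferase were exposed to compounds (up to 46 uM) for 4 hrs at 37C. Activity came from the overlap-corrected green/red luminescence ratio.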
Starred values were filed as active, the others as inactive; ? = inconclusive; nt = no result given; [ ] = remark or other dose. Unless noted, the call rests on the fitted dose curve; in most records, active means well fitted curve in the direction sought with a large enough effect; inconclusive means small, poorly fitted or top-dose-only effect, or another doubt; inactive means no such curve, though single readings can be large; an effect the other way counts as inactive or inconclusive.

SMILES	uPA generation	B2AR arrestin	Mito fusion act	TSHR antagonist	Tb PFK inh	Eya2 phos inh	USP2a block	PTAP TSG101 blk	TCR activator	ELG1 DNA repair	Chronic BCR inh
COc1cc2c(cc1OC)/C(=C/C(=O)c1ccc(F)cc1)NCC2	1.2%	0.1%	6.6%	-8.2	-0.4%	7.1%	-0.8%	-2.0%	-3.0%	-22.7%	?
O=C(Nc1nc2c(F)cc(F)cc2s1)C1CC(=O)N(Cc2ccco2)C1 (configuration not stated)	-3.9%	2.8%	-0.2%	0.0	-5.0%	-7.8%	0.0%	-6.3%	-5.9%	18.3%	?
CCOC(=O)C1=C(C)NC(C)=C(C(=O)OCC)C1C(=O)OCC(=O)N(C)C	0.9%	0.5%	1.9%	1.4	-5.3%	3.9%	5.0%	-8.9%	-5.3%	5.2%	-0.8%
COc1ccc(Nc2nnc(SCc3cc(=O)n4ccsc4n3)s2)cc1	20.3%	0.0%	6.9%	-13.6	-8.0%	-0.1%	6.7%	-14.4%	nt	-7.0%	-1.0%
COc1ccc(NC(=O)c2cc3ccccn3n2)cc1	4.47µM*	0.2%	2.2%	-10.1	-8.0%	17.9%	3.3%	-4.4%	4.6%	?	?
O=C(C[C@H]1C[C@H](C(=O)N2CCCCC2)[C@@]2(CCc3ccccc3)c3[nH]c4ccc(Cl)cc4c3CCN2C1=O)NCCCn1ccnc1	?	0.4%	nt	1.6	0.1%	6.6%	3.1%	-4.1%	-12.1%[46.1 µM]	?	1.2%
OCc1nn2c(c1Br)NC(c1ccccc1)CC2C(F)(F)F (configuration not stated)	-7.2%	-0.1%	3.1%	-1.6	-2.1%	8.5%	0.7%	0.0%	-6.5%	-25.7%	?
Cc1ccc(CNC(=O)c2c(-c3ccccc3)noc2C)cc1	-8.3%	0.4%	-3.2%	0.2	2.0%	1.4%	3.3%	-12.0%	-3.7%	-21.4%	-0.9%
C=CCN1C(=O)C2(OCCCO2)c2ccccc21	2.1%	0.3%	-0.6%	23.0	0.3%	-2.0%	1.1%	0.1%	nt	17.2%	-0.5%
CCCCOc1ccc(-c2cn3ccccc3n2)cc1[N+](=O)[O-]	7.94µM*	-1.0%	?	4.1	1.3%	-7.6%	0.7%	-7.5%	10.6%[46.1 µM]	?	3.8%
CC(=O)Nc1ccc(NC(=O)CN(c2ccc(C(C)C)cc2)S(=O)(=O)c2ccccc2)cc1	-17.8%	-0.5%	2.2%	18.5	0.9%	1.1%	-0.7%	-2.2%	1.9%	20.7%	-5.1%
Cc1ccc(C(C)C)c(OCC(=O)Nc2cccc(S(=O)(=O)NC3=NCCCCC3)c2)c1	12.8%	-0.4%	?	9.1	-2.5%	-12.0%	-19.3%	-3.7%	-6.1%	23.1µM*	?
CC(C)(C)c1ccccc1NC(=O)c1ccco1	5.1%	-0.5%	-2.2%	-0.1	-6.1%	4.6%	4.6%	-1.2%	-0.1%	-12.2%	4.4%
CCn1cc(/C=C/C(=O)Nc2ccn(Cc3c(F)c(F)c(F)c(F)c3F)n2)cn1	6.2%	-0.3%	-24.6%	-0.9	-16.5%	-6.8%	2.1%	-0.6%	-0.2%[46.1 µM]	-16.9%	?
C[C@@]12C(=O)N(Cc3ccccc3)CC(=O)N1[C@H](/C=C/c1ccccc1)[C@@H]1C(=O)N(c3ccccc3)C(=O)[C@@H]12	12.5%	-0.9%	1.6%	5.7	-3.0%	-4.0%	-1.8%	-2.0%	3.2%	?	0.2%
O=C(CSc1nccn1-c1ccccc1)c1ccc(Br)cc1	11.9%	-0.2%	2.5%	17.5	-0.3%	-2.1%	1.4%	1.0%	3.7%	?	?
CNC(=O)c1cc2cc(Cc3ccccc3Cl)ccc2oc1=O	2.1%	0.5%	-1.2%	-14.9	2.0%	?	-1.4%	-7.4%	7.0%	6.3%	4.6%
Cc1ccc(S(=O)(=O)NCc2ccc(C(=O)N3CCCC3)cc2)cc1	-0.1%	0.4%	3.3%	10.5	-0.5%	3.3%	-5.3%	0.7%	0.1%[46.1 µM]	6.4%	-2.7%
O=C1CC(NNC(=O)c2cccc(F)c2)C(=O)N1 (configuration not stated)	6.2%	0.3%	0.4%	-2.4	-9.6%	9.9%	-0.4%	-2.6%	1.0%	11.7%	-12.8%
Cc1occc1C(=O)N/N=C/C=C\c1ccccc1[N+](=O)[O-]	-1.0%	-0.2%	16.5%	0.2	-3.7%	?	0.7%	1.3%	-22.9%	?	?
NC(=O)C1CCN(C(=O)c2ccc(Oc3ccccc3)cc2)CC1	nt	0.1%	-2.3%	7.1	2.0%	-13.8%	3.3%	-7.5%	-3.1%	6.0%	5.5%
COc1ccc(Br)c(C(=O)Nn2c(C)nc3ccccc3c2=O)c1	-11.3%	-1.1%	0.8%	-4.4	0.2%	13.8%	-0.7%	-3.5%	-7.6%	-13.7%	-6.1%
CCCCn1c(SCC(=O)N2CCCc3ccccc32)nc2c1c(=O)n(C)c(=O)n2C	nt	0.3%	0.5%	-15.7	0.5%	12.5%	-0.1%	0.0%	0.2%	-21.7%	7.8%
O=C(Nc1ccc(S(=O)(=O)Nc2nccs2)cc1)c1cc(-c2ccncc2)nc2ccccc12	1.2%	0.2%	-2.4%	-6.5	1.8%	7.8%	-0.1%	-3.8%	5.6%	0.0%	16.4%
COC(=O)Nc1ccc(OCc2ccccc2)cc1	-0.4%	0.1%	-3.4%	-1.1	-7.3%	7.4%	3.1%	-2.9%	-8.6%	?	?
CCOc1ccc(S(=O)(=O)NCc2ccco2)c2ccccc12	3.4%	0.2%	3.8%	-6.3	3.3%	23.2%[15.4 µM]	1.7%	-0.4%	-1.7%	1.9%	5.6%
O=C(OCCN1CCCC1)C1(c2ccccc2)CCCC1	1.5%	0.1%	-9.8%	-34.2	2.2%	-0.1%	0.5%	0.9%	-0.1%	-0.6%	?
C=CCC1NS(=O)(=O)OC(CCCC)C1O (configuration not stated)	-1.7%	0.1%	2.7%	56.3	1.3%	5.0%	0.5%	-4.3%	-1.6%	11.0%	-0.9%
N#CC1=C(N)NC(SCC(=O)c2ccc(Cl)cc2)=C(C#N)C12CCCC2	-1.7%	0.0%	5.1%	-5.3	-3.3%	6.2%	0.2%	-1.7%	18.2%	?	?
O=C1CCCC/C=C\C[C@H](CC(=O)N(CCO)Cc2ccccc2)C(=O)NC[C@H](c2ccccc2)O1	-1.6%	-0.1%	nt	0.2	-1.2%	-2.0%	1.6%	-1.8%	-1.3%	0.9%	4.2%
CCOC(=O)Nc1ccc(C(=O)NCC2CCCO2)cc1 (configuration not stated)	7.5%	-0.7%	1.6%	20.2	-1.7%	-21.9%	3.4%	-4.0%	-5.6%	15.0%	-8.8%
COc1ccc(NC(=O)CC2Oc3ccccc3NC2=O)c(OC)c1 (configuration not stated)	-1.0%	0.0%	0.5%	-6.2	2.4%	7.8%	5.4%	-0.5%	3.3%	0.0%	-2.3%
O=C(NCCCn1ccnc1)/C(=C\c1ccco1)NC(=O)c1ccco1	24.9%	-0.1%	-4.9%	4.8	-2.6%	-3.9%	1.4%	-5.2%	6.5%	-6.7%	2.5%
Cc1ccc(N2CC(C(=O)N3CCC(C(=O)Nc4cccc(Br)c4)CC3)CC2=O)cc1 (configuration not stated)	-1.0%	0.3%	-10.9%	4.6	-2.4%	-8.2%	0.4%	-5.6%	13.4%	-8.0%	1.6%
COc1cc(OC)cc(C(=O)N2CCN(c3ccc(N4CCOCC4)nn3)CC2)c1	-5.0%	-0.7%	0.7%	10.6	8.0%	14.7%	-0.3%	3.9%	4.9%	14.9%	-2.7%
